Bioassay records deposited in PubChem by several laboratories.
CHOP inhibitor = blocks CHOP induction under ER stress. CHO-K1 CHOP-promoter luciferase, tunicamycin-induced, 15-18 h. inhibition, % at 10 µM. actives 3.8% (n = 220,000);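 active = compounds that reduced the stress-induced luciferase reporter signal by more than about 70% of percent inhibition, limit read from the data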;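 also: 0% = tunicamycin plus vehicle and 100% = wells without tunicamycin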
S1P4 antag = blocks the human S1P4 receptor; O95977; S1P4-expressing cells, antagonist mode, reporter read-out; inhibition, % at 4.98 µM; actives 0.26% (n = 220,000); AID 1510; in the data active = inhibition above about 29%;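 also: 0% = wells stimulated with agonist and 100% = vehicle wells without agonist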
Target sequence (O95977 whole entry, looked up): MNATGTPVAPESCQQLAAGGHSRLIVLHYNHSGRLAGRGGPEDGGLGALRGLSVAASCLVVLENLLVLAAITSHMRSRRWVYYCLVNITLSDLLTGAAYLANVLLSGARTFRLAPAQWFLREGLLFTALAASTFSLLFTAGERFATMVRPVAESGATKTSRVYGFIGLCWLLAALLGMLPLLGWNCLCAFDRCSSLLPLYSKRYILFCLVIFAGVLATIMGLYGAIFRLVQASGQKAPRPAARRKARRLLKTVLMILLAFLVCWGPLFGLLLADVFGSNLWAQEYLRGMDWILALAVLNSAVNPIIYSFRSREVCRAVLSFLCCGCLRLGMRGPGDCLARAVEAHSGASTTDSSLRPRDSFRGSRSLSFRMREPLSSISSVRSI
EP2 modulator = EP2 receptor (human) modulation | P43116 | EP2-expressing cells, cAMP HTRF FRET, PGE2 co-stimulation | induction, % at 25 µM | actives 0.83% (n = 260,000);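 active = compounds whose cAMP rise, as percent of the full-agonist control response, exceeds 60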;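 also: rat C6 glioma line stably carrying human EP2 under a CMV promoter; the protocol text gives 20 µM as final concentration; 100% = response of wells given 1 µM PGE2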
NPY-Y1 antag = NPY-Y1 (human) receptor antagonism | P25929 | HEK293-CNG Y1 cells, membrane potential fluorescence; NPY at EC95, then isoproterenol | inhibition, % at 3.6 µM | actives 1% (n = 200,000) | AID 1040;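 active = inhibition above the campaign mean inhibition of all tested compounds plus 3 SD, cut at about 20% in these data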;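 also: 0% = DMSO wells given NPY plus isoproterenol and 100% = isoproterenol alone without NPY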
Target sequence (P25929 whole entry, looked up): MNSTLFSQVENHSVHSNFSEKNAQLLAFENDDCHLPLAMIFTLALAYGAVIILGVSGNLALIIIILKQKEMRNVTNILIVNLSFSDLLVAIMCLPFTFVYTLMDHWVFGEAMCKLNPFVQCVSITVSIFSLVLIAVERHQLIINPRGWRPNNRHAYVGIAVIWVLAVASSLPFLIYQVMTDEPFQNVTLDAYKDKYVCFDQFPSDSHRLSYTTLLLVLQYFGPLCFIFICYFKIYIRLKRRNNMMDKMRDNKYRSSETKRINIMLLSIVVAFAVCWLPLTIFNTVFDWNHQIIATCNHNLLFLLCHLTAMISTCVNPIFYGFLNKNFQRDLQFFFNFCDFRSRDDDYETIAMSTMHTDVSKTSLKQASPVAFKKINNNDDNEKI
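Material: HEK293 Y1/CNG channel cell line; also added: NPY (25 nM), isoproterenol (1 µM), Ro 20-1724 (25 µM); doses: one concentration, 3.6 µM, in 0.4% DMSO; schedule: compound incubation 1 h at room temperature, readout 45 min post-stimulation; technique: membrane potential fluorescence; measure: fluorescence ratio normalized to % inhibition between controls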
NPY2 pot ag = human NPY-Y2 potentiation or agonism, primary screen; P49146; AID 1359; activation, % at 3.6 µM; actives 0.45% (n = 220,000); cells expressing NPY-Y2, potentiator/agonist read-out; in the data active = activation above about 27%;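 also: cells stimulated with NPY near EC25 plus isoproterenol at EC100; 0% = vehicle plus submaximal agonist and 100% = vehicle plus saturating agonist; some results beyond the cut were filed as inactive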
NPY-Y1 PAM-ag = potentiators or agonists of human neuropeptide Y receptor Y1. NPY-Y1 expressing cells, potentiator/agonist activation. actives 0.37% (n = 220,000). AID 1304. activation, % at 3.6 µM; in the data active = activation above about 33%, passing the limit was not always enough;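 also: cells stimulated with NPY at EC10 then isoproterenol at EC100; 0% = low agonist plus stimulus and 100% = saturating agonist plus stimulus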
S1P4 agonist = activates the human S1P4 receptor; O95977; S1P4-expressing cell line, agonist reporter assay; activation, % at 4.98 µM; actives 0.35% (n = 220,000); AID 1509; in the data active = activation above about 11%;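 also: 0% = DMSO vehicle and 100% = reference agonist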
zfTRPN1 agonist = activates the zebrafish TRPN1 channel. HEK293 zebrafish TRPN1-YFP, Fluo-8 calcium fluorescence; 100% = response to 87 µM carbachol. actives 0.18% (n = 220,000). activation, % at 3 µM;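 active = activation above its plate's cutoff, the mean activation of test wells on that plate plus 3 SD, cut at about 19% in these data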;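 also: 0% = DMSO alone and 100% = 87 µM carbachol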
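Material – zebrafish TRPN1-YFP in HEK293 cells · Doses – 3 µM single point · Schedule – dye 1 h 37 °C plus 30 min RT · Signal – Fluo-8 calcium fluorescence, excitation 470-495 nm, emission 515-575 nm · Read-out – % activation versus carbachol response · Control set – carbachol high, DMSO low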
TRPML3 ag = activates the human TRPML3 channel; Q8TDD5; HEK293 TRPML3-YFP, Fluo-8 calcium fluorescence; 100% = the carbachol control signal; activation, % at 3 µM; actives 0.29% (n = 220,000);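 active = activation above its plate's cutoff, the mean activation of the plate's test wells plus 3 SD, cut at about 12% in these data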;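 also: 0% = DMSO only wells and 100% = carbachol wells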
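system = HEK293 cells stably carrying human TRPML3-YFP | doses = one concentration, 3 µM nominal, 0.3% DMSO | timing = dye loading 1 h 37 °C then 30 min ambient, 125 s read | detection = Fluo-8 calcium dye fluorescence, ex 470-495, em 515-575 nm | benchmarks = high control carbachol 87 µM, low control DMSO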
* marks the source's active call; other numbers are inactive results; / = not tested or not shown; & = joins results of further samples.

SMILES,CHOP inhibitor,S1P4 antag,EP2 modulator,NPY-Y1 antag,NPY2 pot ag,NPY-Y1 PAM-ag,S1P4 agonist,zfTRPN1 agonist,TRPML3 ag
CCOC(=O)Cn1nc(C)c(NC(=O)CCc2ccc(OC)cc2)c1C,0.3,4.4,1.5,2.9,-13.2,-5.4,2.2,-0.3,-0.2
Cc1cc(/C=C/C(=O)O)c(C)n1-c1ccc(Cl)cc1,31.9,-2.9,20.5,3.4,-1.2,13.2,2.7,1.9,0.1
CCOC(=O)C1CCCN(C(=O)C2CCN(S(=O)(=O)c3cccs3)CC2)C1 (configuration not stated),7.0,8.1,9.2,-7.4,11.6,-8.3,-2.4,1.3,-0.2
O=C(Nc1ccccc1)C1=C(O)CC(c2ccco2)CC1=Nc1ccccc1 (configuration not stated),4.9,-11.2,16.0,2.1,-5.0,1.0,1.3,-0.5,0.9
Cc1nc(OCc2c(C)noc2C)c2ccccc2n1,9.4,-16.6,8.4,0.2,11.4,11.6,1.7,0.8,0.3
CCSc1nnc(NC(=O)CSC2=NCCS2)s1,35.1,-9.5,13.1,3.4,-10.4,10.9,1.8,-0.3,-0.4
CCCCCCCCCCS(=O)(=O)N/N=C/c1ccccc1OC,81.9*,-4.8,19.3,8.2,-6.2,-40.8,0.1,-1.1,0.8
CCC(=O)c1ccc(OCC(O)CN2CCN(c3cccc(C(F)(F)F)c3)CC2)cc1 (configuration not stated),84.2*,-11.4,-22.2,-0.3,2.7,-2.7,-0.6,0.3,0.5
COc1ccc(Cl)cc1NC(=O)CN(C1CCCCC1)S(C)(=O)=O,45.5,-31.2,-22.4,-5.9,9.9,21.9,-0.7,1.8,-0.6
CCn1cc(CNC(=O)c2c(-c3c(Cl)cccc3Cl)noc2C)c(C)n1,-40.0,-13.0,7.0,-5.1,1.6,-19.2,-0.1,-0.3,0.6
CCCOc1ccc(NC2=CC(=O)CC(C)(C)C2)cc1,14.1,5.3,-21.6,8.1,-14.8,-8.0,1.1,-1.2,-0.5
C/C(CC(=O)Nc1ccc(Cl)c(C(F)(F)F)c1)=N\NC(=O)c1ccccc1O,-15.4,-0.4,-10.9,3.9,15.5,-12.2,-1.1,0.5,0.4
Cc1noc(C)c1C(=O)N1CCC(C(=O)c2ccccc2)CC1,3.1,5.1,-4.1,/,1.9,21.8,0.1,1.6,1.2
CC(=O)N=c1sc2cc(C)ccc2n1C,12.4,-11.4,35.6,6.1,10.2,-13.4,-0.2,-0.3,-0.2
Cc1ccnc(NS(=O)(=O)c2ccc(NS(=O)(=O)Cc3ccccc3)cc2)n1,4.2,-4.0,27.6,-4.0,-3.8,-4.9,0.7,1.1,-0.1
Cc1[nH]c2ccccc2c1C1=NNC(=Nc2ccc(F)cc2)SC1,22.2,-0.9,-4.1,0.1,2.5,15.9,0.6,-1.1,1.4
O=S(=O)(c1ccc(NC(=S)NCc2ccco2)cc1)N1CCCC1,27.9,-4.9,-42.9,-5.4,7.8,-6.9,-0.8,0.6,0.9
O=C(CN1CCCC1)Nc1c2c(nc3ccccc13)N(Cc1ccccc1)CC2,-4.3,-6.4,-33.4,2.8,-2.2,-12.3,-0.5,-0.1,0.4
Cn1nc(C(=O)Nc2ccc(S(=O)(=O)N3CCOCC3)cc2)c2ccccc2c1=O,20.1,-7.3,-35.1,1.4,0.6,9.4,1.9,0.6,1.3
CCCC(=O)C1=C(c2ccccc2)C(C#N)(C#N)C(C#N)=C1N,3.2,-5.3,18.6,2.6,8.4,1.3,0.8,0.3,-0.3
COc1ccc(OC)c(N=C(C)C2=C(O)COC2=O)c1,-16.7,-19.6,2.7,-1.5,5.2,7.1,1.8,0.4,0.4
O=C(NCc1ccc(Cl)cc1)c1ccc(COCC(F)(F)F)o1,34.6,-0.6,-1.1,1.9,4.3,-0.2,0.1,-2.1,-1.7
CCOC(=O)c1c(/N=C/C2=C(O)CCCC2=O)sc2c1CCCC2,2.2,-3.4,57.6,/,-11.1,-24.4,-1.0,-1.8,-1.1
Cc1ccnc(NC(=O)CCC(=O)N(CC(=O)NC2CCCCC2)Cc2cccs2)c1,11.8,7.8,-20.1&-5.7,-1.3,-9.4,15.9,-2.0,-0.1,-0.4
COc1ccc(C(=O)N2CCN(C(=O)c3ccco3)CC2)cc1OC,-18.6,-3.7,17.1,-6.8,7.1,-2.2,5.1,-0.2,0.8
CCCCn1nc2cc(C(=O)N[C@H](C)C3CCCCC3)ccc2c1OCC,53.2,-15.9,5.0,-3.0,3.5,4.4,-0.2,-3.6,-1.4
Cc1ccc(S(=O)(=O)Nc2cccc3ncccc23)s1,/,47.2*,-30.2,-4.2,-12.8,-12.8,1.1,0.1,2.6
O=C(c1ccc(N2CCCC2)c([N+](=O)[O-])c1)N1CCN(c2ccccn2)CC1,-8.2,-11.5,-23.7,11.8,-0.2,2.1,1.5,5.6,2.8
O=C(Nc1nc(=O)n(C(=O)c2cccc(C(F)(F)F)c2)s1)c1ccccc1,28.9,-6.5,29.7,/,-4.8,13.3,1.8,3.1,0.6
C=CCOC(=O)Nc1snnc1C,17.4,2.9,7.1,1.7,5.1,-13.4,3.1,0.6,0.5

2 of the compounds above, with values under each structure:
Values in the order – CHOP inhibitor, S1P4 antag, EP2 modulator, NPY-Y1 antag, NPY2 pot ag, NPY-Y1 PAM-ag, S1P4 agonist, zfTRPN1 agonist, TRPML3 ag
Cc1[nH]c2ccccc2c1C1=NNC(=Nc2ccc(F)cc2)SC1
    22.2, -0.9, -4.1, 0.1, 2.5, 15.9, 0.6, -1.1, 1.4
CC(=O)N=c1sc2cc(C)ccc2n1C
    12.4, -11.4, 35.6, 6.1, 10.2, -13.4, -0.2, -0.3, -0.2

Additional entries
SMILES,CHOP inhibitor,S1P4 antag,EP2 modulator,NPY-Y1 antag,NPY2 pot ag,NPY-Y1 PAM-ag,S1P4 agonist,zfTRPN1 agonist,TRPML3 ag
CCOC(=O)c1c(C)nc2cc(C)ccn12,2.8,-8.7,24.6,-2.0,6.8,-4.6,1.2,-0.2,1.0
COc1ccc(C(=O)NC2(C(F)(F)F)N=C3SCCN3C2=O)cc1 (configuration not stated),12.2,-6.0,6.0,-3.9,3.8,2.1,0.1,0.2,1.1
CC(C)c1ccc(N(CC(=O)Nc2ccc(S(=O)(=O)N3CCOCC3)cc2)S(C)(=O)=O)cc1,17.0,1.8,-2.4,1.0,14.3,13.4,0.1,2.1,1.1
O=C(CCn1nnc(-c2cccs2)n1)NCc1ccccc1Cl,-50.2,-5.8,-16.5,2.8,-19.9,-15.5,1.7,-0.6,-0.4
Cc1ccc(-n2cc[nH]c2=S)cc1C,29.6,-13.6,10.9,-3.3,1.8,-8.9,-0.3,-1.0,0.0
COc1ccc(C(=O)Nc2c(N)nc(SCC(=O)N3CCCCCC3)[nH]c2=O)cc1OC,12.3,-4.8,14.0,4.8,-11.7,11.4,-0.1,0.8,0.9
CCn1c(NC2CCCCC2)nc2ccccc21,-11.8,-25.6,22.1,0.5,-3.3,-26.1,0.9,-1.1,-0.2
CCOC(=O)c1cc(CC)sc1/N=C/c1c(O)ccc2ccccc12,9.4,-5.2,-13.7,3.2,9.6,20.3,0.7,-0.8,-0.1
CCCCSc1nnc2[nH]c(=O)cc(N)n12,22.4,-0.2,14.6,-0.8,-7.2,-21.4,-0.7,-0.2,1.0
CC(C)(C)C(=O)Nc1cccc2[nH]ncc12,37.1,-9.0,23.9,8.6,3.9,10.1,-1.1,-0.6,-0.8
CC(C)OCCCN1CN(S(=O)(=O)c2cccs2)c2nc3ccccc3nc21,-10.0,-12.0,-3.6,/,-13.7,-12.4,0.6,-0.9,0.3
Cc1cccc(C2Nc3ccccc3C(=O)N2c2ccccc2)n1 (configuration not stated),-10.7,1.8,-38.8,-5.2,11.3,-4.0,2.0,-1.4,-1.0
COc1ccc(C(=O)n2nc(C)cc2C)cc1OC,4.3,-28.6,4.2,-5.1,3.5,-14.6,-1.8,-0.1,-0.3
CCN=C1S/C(=C\c2cn(CC(=O)NCCOC)c3ccccc23)C(=O)N1CC,-4.5,0.4,-41.9,-4.9,3.7,-2.8,0.6,0.2,0.8
Cc1nn(-c2ccccc2)c(N2CCCC2)c1/C=N/NC(=O)c1cc(-c2ccccc2)nc2ccccc12,34.8,-32.1,-7.3,7.0,-10.9,-10.6,1.5,-0.7,0.9
CC1CCc2c(C(=O)NCc3ccco3)csc2C1 (configuration not stated),2.2,-1.3,-10.3,/,10.7,33.0,1.1,-1.7,-0.9
[O-][n+]1cccc2ncc3cscc3c21,11.3,-0.1,10.2,1.0,2.5,14.2,-0.7,1.9,0.2
CCCN(CCC)c1nc(Cl)nc(NCc2ccco2)n1,-49.4,-1.7,51.7,3.2,0.2,-1.6,0.2,-0.3,0.5
Cc1ccc(N2C(=O)CSC2c2c(F)cccc2Cl)cc1 (configuration not stated),9.2,-20.3,42.7,-2.5,7.6,18.5,-0.6,-1.4,-1.5
CCCCNC(=O)Cc1coc2ccc3ccccc3c12,28.8,-21.2,-11.3,7.7,-8.9,-4.9,0.2,-0.8,-2.0
COC(=O)c1cc2c([nH]c3ccccc32)c(C)n1,-14.2,-17.0,-3.5,-0.1,5.8,0.8,1.9,1.9,0.2
COc1ccc(-c2nnn(CCC(=O)O)n2)cc1,14.2,-9.8,5.3,1.6,13.1,-11.4,2.5,0.6,0.3
O=C(/C=C/c1ccccc1)NC(NC(=S)Nc1ccc(Cl)cc1Cl)C(Cl)(Cl)Cl (configuration not stated),80.9*,-10.9,-2.5,1.5,3.2,-5.5,3.9,2.0,0.4
S=c1[nH]nc(Nc2cccc3ccccc23)s1,6.8,7.6,-24.4,/,-9.2,0.3,-1.6,-0.4,0.0
O=C(COC(=O)CCc1nc2ccccc2c(=O)[nH]1)Nc1ccc2c(c1)OCO2,-1.5,0.6,-1.2,/,2.0,-13.2,2.0,-0.9,-0.1
COc1ccc(NC(=S)N2N=CCC2c2ccccc2)cc1 (configuration not stated),11.9,-27.8,-16.3,-1.9,8.6,-3.4,0.8,0.6,-0.6
Cc1ccc(N(Cc2ccccc2F)S(C)(=O)=O)cc1C,-8.0,-12.0,51.5,1.0,2.2,31.1,0.7,-2.8,4.8
CC1CC(=O)Nc2ccccc2N1C(=O)Nc1ccc(F)cc1F (configuration not stated),7.5,-2.0,-4.5,/,1.8,13.2,0.2,2.0,0.8
CN(c1ccccc1)C(c1ccc(F)cc1)c1nnnn1C1CCCC1 (configuration not stated),10.2,25.8,24.2,6.0,-7.1,-14.8,0.0,-2.3,-1.6
O=C(CCSCCC(=O)N1CCCC1)N1CCCC1,-2.2,-22.5,19.9,-2.1,-3.6,4.8,1.3,-0.1,0.2
